MsrA inh: inhibits bovine methionine sulfoxide reductase A | purified bovine MsrA, absorbance read-out | inhibition, % at 15.5 µM | actives 0.75% (n = 360,000) | AID 651718; in the data active means inhibition above about 4.5%;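 further: 0% = vehicle wells with enzyme and 100% = reference inhibitor wells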
MsrA act: activators of bovine methionine sulfoxide reductase A; purified bovine MsrA, absorbance read-out; activation, % at 10.6 µM; actives 0.3% (n = 360,000); AID 602163; in the data active means activation above about 7.5%;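 further: 0% = vehicle and 100% = reference activator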
Rin1 Abl inh: human Rin1-Abl interaction inhibition; AID 588664; TR-FRET Rin1/Abl binding, biochemical; P00519+Q13671; inhibition, % at 7.35 µM; actives 0.4% (n = 360,000); in the data active means inhibition above about 5%, passing the limit was not always enough
SKN-1 inh: inhibitors of C. elegans SKN-1. C. elegans VP596 Pgst-4::GFP/RFP ratio, acrylamide-induced, 24 h. inhibition, % at 21.8 µM. actives 0.49% (n = 360,000);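 active means interference check ratio from 0.5 to 1.5 plus GFP to RFP signal ratio inhibition reaching or exceeding a fixed threshold, cut at about 30% in these data, passing the limit was not always enough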; further: some compounds called inactive have numbers as strong as hits
MT1-MMP act inh: blocks activation of human MT1-MMP. P50281. HT1080 RFP-PRO-GFP cells, GFP/RFP ratio fluorescence, overnight; percent of plate control window, DMSO zero. GFP/RFP ratio change, % at 20 µM. actives 0.061% (n = 360,000);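 active means GFP/RFP ratio change of at least 30% with cell ATP level not reduced by more than half and red fluorescence within 50% of control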; further: strong numbers were not always called active
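Assay system: HT1080 cells carrying an RFP-PRO-GFP reporter | Dosing: Single dose of 20 µM compound, 1% DMSO final | Incubation: Cells overnight before dosing, compound overnight, 37 °C, 5% CO2 | Evaluation: GFP/RFP fluorescence ratio | Control set: DMSO and RFP-L50D-GFP cell wells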
CendR NRP1 mod: NRP-1/CendR interaction modulation | actives 0.85% (n = 360,000) | FAM-RPARPAR peptide binding to NRP-1, fluorescence polarization | AID 602438 | inhibition, % at 25 µM;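 active means inhibition or corrected inhibition above about 18%, plus a signal ratio from 0.5 to 1.5, limit read from the data, passing the limit was not always enough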; further: strong numbers were not always called active
FAS-TE inh: blocks the thioesterase domain of human fatty acid synthase; P49327; recombinant FAS-TE, OMFH fluorogenic substrate, fluorescence endpoint; inhibition, % at 15 µM; actives 0.67% (n = 360,000); AID 602261;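 active means compounds whose normalised, plate-corrected inhibition of enzyme fluorescence in the single-dose primary screen is 50% or more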;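 further: 0% = DMSO with enzyme and 100% = substrate without enzyme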
Neddyl block: inhibitors of human cullin neddylation. P61081+Q13564. TR-FRET cullin neddylation, biochemical. calls only at 25 µM. actives 0.58% (n = 360,000); in the data active means inhibition above about 36%
E coli Lon inh: inhibits E. coli Lon protease. purified E. coli Lon protease, fluorescence polarization. inhibition, % at 7.94 µM. actives 0.42% (n = 360,000). AID 602123; in the data active means inhibition above about 13%, passing the limit was not always enough;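 further: 0% = enzyme with probe and DMSO and 100% = no enzyme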
The depositor's hits bear a star; i = inactive; x = no result given.

SMILES	MsrA inh	MsrA act	Rin1 Abl inh	SKN-1 inh	MT1-MMP act inh	CendR NRP1 mod	FAS-TE inh	Neddyl block	E coli Lon inh
O=C(c1cncc(Br)c1)N1CCN(S(=O)(=O)c2ccc(Cl)cc2)CC1	0.8	1.7	-3.0	-5.5	3.8	6.4	-0.2	i	-2.0
S=C(NCc1cccnc1)NCc1cccnc1	-1.0	-1.7	-2.3	0.4	2.4	-0.8	-5.5	i	-5.2
C/C(=N\NC(N)=O)c1ccccc1Cl	-0.9	-4.4	3.5	-0.7	-1.7	-15.1	-6.2	i	5.0
CCn1c(COc2ccc(C)cc2)nnc1SCC(=O)Nc1cc(OC)ccc1OC	0.2	-3.1	2.9	16.4	5.7	-11.1	11.7	i	2.5
O=C1c2ccccc2-c2ccccc2NC1O (stereo not drawn)	-0.1	-2.7	-0.3	22.0	2.9	4.3	-2.5	i	-1.6
CC(C)[C@H](NC(=O)NC1CCCC1)C(=O)O	0.0	3.2	2.6	4.2	3.7	1.0	-4.9	i	0.0
CC(=O)NC(Cc1ccc(F)cc1)C(=O)N1CCN(C(=O)NCc2ccccc2)CC1 (stereo not drawn)	-0.1	-1.6	-3.5	49.3*	9.7	-3.9	-2.1	i	4.6
CSc1nc2c(c(=O)[nH]c(=O)n2C)n1Cc1ccccc1	-0.4	4.5	0.5	-10.4	-3.7	-8.3	-1.9	i	3.7
COc1cccc(S(=O)(=O)N(C)C[C@H]2OCc3cn(nn3)CCCC(=O)N([C@H](C)CO)C[C@@H]2C)c1	-0.9	-1.0	0.1	14.7	5.1	-2.5	-9.9	i	-1.3
COc1ccc(/C=N/N2CCOCC2)cc1O	0.3	-0.3	-2.9	5.0	1.0	-3.7	-15.8	i	10.2

A second format for part of the listing above.
| compound | MsrA inh | MsrA act | Rin1 Abl inh | SKN-1 inh | MT1-MMP act inh | CendR NRP1 mod | FAS-TE inh | Neddyl block | E coli Lon inh |
| --- | --- | --- | --- | --- | --- | --- | --- | --- | --- |
| O=C1c2ccccc2-c2ccccc2NC1O (stereo not drawn) | -0.1 | -2.7 | -0.3 | 22.0 | 2.9 | 4.3 | -2.5 | i | -1.6 |
| CSc1nc2c(c(=O)[nH]c(=O)n2C)n1Cc1ccccc1 | -0.4 | 4.5 | 0.5 | -10.4 | -3.7 | -8.3 | -1.9 | i | 3.7 |
| CC(C)[C@H](NC(=O)NC1CCCC1)C(=O)O | 0.0 | 3.2 | 2.6 | 4.2 | 3.7 | 1.0 | -4.9 | i | 0.0 |
| O=C(c1cncc(Br)c1)N1CCN(S(=O)(=O)c2ccc(Cl)cc2)CC1 | 0.8 | 1.7 | -3.0 | -5.5 | 3.8 | 6.4 | -0.2 | i | -2.0 |
| CC(=O)NC(Cc1ccc(F)cc1)C(=O)N1CCN(C(=O)NCc2ccccc2)CC1 (stereo not drawn) | -0.1 | -1.6 | -3.5 | 49.3* | 9.7 | -3.9 | -2.1 | i | 4.6 |
| COc1ccc(/C=N/N2CCOCC2)cc1O | 0.3 | -0.3 | -2.9 | 5.0 | 1.0 | -3.7 | -15.8 | i | 10.2 |

More structures
SMILES	MsrA inh	MsrA act	Rin1 Abl inh	SKN-1 inh	MT1-MMP act inh	CendR NRP1 mod	FAS-TE inh	Neddyl block	E coli Lon inh
Cc1ccc(-c2cc(C(=O)Nc3cc(C)ccc3C)[nH]n2)c(O)c1	1.4	1.5	-2.2	2.6	4.4	8.2	-5.8	i	-5.5
Cc1ccc(N(CC(=O)N2CCCCCC2)S(C)(=O)=O)c(C)c1	-0.1	-2.8	0.4	13.2	2.6	16.4	-8.6	i	-11.3
O=C(O)CCCCCNc1ncnc2ccc(Br)cc12	1.1	-16.7	1.3	-8.0	-7.8	-4.1	-8.4	i	-14.1
CCOC(=O)c1cnn(-c2ccccc2)c1NC(=O)c1ccccc1C	0.2	-5.6	2.9	1.6	-2.9	10.7	-8.6	i	-8.7
Cc1ccc(NC(=O)COc2ccc(-n3ccnc3)cc2)cc1Cl	0.3	-2.7	0.3	9.9	-7.7	-1.0	-2.3	i	1.3
C=CCNC(=O)c1cc2c(C(F)(F)F)nn(C)c2s1	-1.1	-3.5	1.3	-3.8	-1.7	1.7	-6.3	i	-4.3
COc1cc(/C=C/CNC[C@H]2O[C@@H](n3ccc(N)nc3=O)[C@H](O)[C@@H]2O)ccc1O	0.3	-1.6	-4.1	4.1	5.8	4.4	-9.5	i	4.3
Cc1cc(N(C(=O)c2ccco2)C(C(=O)NC2CCCCC2)c2ccccc2)ccc1-n1cnnn1 (stereo not drawn)	0.2	-2.9	-4.4	15.2	5.8	-3.2	5.7	i	-11.3
O=C(NC1CCCCC1)c1ccc2ccccc2c1O	-0.6	-1.1	-9.1	11.6	5.3	-1.6	12.5	x	13.5
Cc1cc(C(=O)NN=Cc2ccc(OC(=O)c3ccco3)cc2)c(C)o1	1.1	-2.0	2.5	3.6	5.3	6.2	6.8	i	6.5
O=C(NCCCN1CCN(c2cccc(Cl)c2)CC1)C1CCC(=O)N1Cc1ccccc1Cl (stereo not drawn)	-0.8	2.4	-2.9	23.0	1.8	7.6	-9.6	i	6.7
CC1(C)C(=O)N(c2ccccc2F)C(=O)c2ccccc21	0.2	1.0	-0.2	1.3	-1.9	6.7	-1.9	i	2.8
CCc1ccc(/C=C2/C(=O)NC(=O)N2C(C)=O)cc1	3.3	-12.3	-2.5	-1.8	4.4	6.2	-1.0	i	5.0
O=C(Nc1ccccc1N1CCCC1)c1cc(S(=O)(=O)N2CCOCC2)ccc1Cl	0.6	0.1	2.0	12.8	0.6	-4.6	4.1	i	-7.4
CCOC(=O)c1c(NC(=S)NC(=O)c2ccc(Cn3cc(Cl)cn3)o2)sc2c1CCCCC2	-1.2	-4.3	-3.8	11.2	-7.4	10.2	24.8	i	3.2
O=C(Oc1cccc([N+](=O)[O-])c1)c1cc(-c2ccccc2)nc2ccccc12	2.4	-1.8	-3.4	-0.6	-2.4	-31.5	31.9	i	-3.1
CCOc1ccccc1CN1CCC(n2nccc2NC(=O)CCCc2ccccc2)CC1	0.1	1.3	1.0	2.0	-0.8	10.2	-3.0	i	-6.0
O=C(NCCCN1CCCC1=O)c1ccc(OC(F)(F)F)cc1	0.0	-8.0	-0.3	-5.4	-1.9	6.5	-5.4	i	4.7
Oc1c(C(Nc2cccc(C(F)(F)F)c2)c2ccncc2)ccc2cccnc12 (stereo not drawn)	-0.6	-4.2	2.1	-9.1	-2.1	-4.4	13.8	i	5.7
COc1ccc(-c2noc(CN(C(=O)c3ccc4c(c3)OCO4)C(C)C)n2)cc1	0.0	-6.2	1.9	-6.6	-0.8	27.5*	10.5	i	-0.5
CC1CC(=O)C2=C(C1)Nc1nc3ccccc3n1C2c1cccnc1 (stereo not drawn)	2.0	-7.9	4.2	-4.0	2.7	-0.5	-2.1	x	1.3
COc1nc2ccc(C)cc2cc1-c1noc(-c2ccccc2)n1	-0.8	-4.5	0.8	8.2	-5.5	-7.9	19.3	i	-6.5
Cn1c(CCN2CCCCCC2)nc2cc(NC(=O)Nc3ccccc3)ccc21	0.9	-4.5	2.2	1.2	-5.5	-12.9	-5.8	i	-7.9
CC(NS(=O)(=O)OCC(Cl)(Cl)Cl)c1ccc(C(C)(C)C)cc1 (stereo not drawn)	0.9	-10.8	3.5	14.5	-0.9	5.5	33.0	i	4.7
C(=C\c1ccccc1)/CSc1nc2ncccc2[nH]1	0.7	-4.0	2.3	6.5	0.8	-0.2	-1.7	i	0.5
CC1=C(C(N)=O)C(c2ccc(Cl)cc2)n2nc(CCCO)nc2N1 (stereo not drawn)	0.4	-1.6	0.1	-5.0	5.8	14.4	-5.2	i	-0.1
COc1ccc(-c2c(C#N)c(N)nc3c2CCCCCC3)cc1OC	-0.7	-3.4	-0.4	6.2	-3.0	6.3	-3.9	i	-1.3
O=C(Cc1ccccc1)Nc1cccc([N+](=O)[O-])c1	0.1	-4.0	1.9	7.5	1.6	-4.3	3.2	i	4.8
Cc1cc(-c2n[nH]c(=S)n2-c2ccc(F)cc2)nn1C	1.6	-0.2	1.6	5.9	4.3	-11.7	-4.4	i	9.1
Cc1c(C(=O)O)c(-c2ccccc2)nn1-c1ccccc1	1.2	-8.4	2.8	3.2	5.9	10.2	-4.1	i	-6.4
COc1ccc(/C=N/Nc2ncnc3scc(-c4ccccc4)c23)cc1OC	1.5	-3.2	-5.6	3.3	0.0	-21.5	14.2	i	-4.0
CCc1ccc(NC(=O)C(=O)N/N=C(\C)CC(=O)NCCOC)cc1	-1.3	-0.3	-1.8	9.2	0.8	4.7	-3.7	i	28.6*
COc1ccc(C(=O)C2=NN(C(C)=O)CC2c2ccco2)cc1 (stereo not drawn)	3.5	-1.2	2.2	8.2	2.8	-2.5	-6.0	i	-9.7
CS(=O)(=O)N(CC(=O)Nc1ccccc1C(=O)N1CCCC1)c1ccc2c(c1)OCO2	2.0	-0.7	3.7	3.4	-0.8	-66.4	-4.3	i	-0.9
COc1ccc(S(=O)(=O)N(CC(=O)N2CCN(C)CC2)C2CCCCC2)cc1OC	-1.1	1.5	0.7	10.6	-1.3	6.1	-7.6	i	4.4
CCOC(=O)CN1C(=O)CSc2ccc(S(=O)(=O)N3CCCC3)cc21	0.0	-0.2	-3.7	-1.1	5.0	14.6	-2.4	i	2.8
CCOc1ccc(NC(=O)CSc2nc(C)c3c(c2C#N)CCCC3)cc1	-1.3	-10.2	-2.6	-20.6	7.0	-6.7	-3.7	i	-3.2
Cc1c(C(=O)O)sc2nc(CSc3nnc(-c4ccc(F)cc4)n3C)[nH]c(=O)c12	0.4	-1.2	4.6	-15.4	-4.6	-21.8	-2.2	i	1.7
CC(=O)Nc1ccc(S(=O)(=O)Nc2cccc(-n3c(C)nc4ccccc4c3=O)c2)cc1	1.2	-3.9	2.3	-8.1	4.3	-6.8	-8.8	i	-5.8
CNC(=O)c1[nH]cnc1C(=O)Nc1ccccc1C	0.7	1.4	-4.2	6.9	1.8	7.7	-3.2	i	-4.1
Cc1ccccc1C(=O)Oc1ccc(Br)cc1C(=S)N1CCCC1	1.6	-1.8	-2.5	11.8	-7.9	-3.3	25.3	i	3.6
COc1ccc(C2=Nc3ccccc3NC(=O)C2N(CCc2cc(OC)cc(OC)c2)C(C)=O)cc1 (stereo not drawn)	0.8	-0.4	0.4	-0.1	-1.8	-4.3	-0.6	i	-5.4
O=C(CSc1nc(O)c(Cc2ccccc2)c(=O)[nH]1)Nc1ccccc1	0.3	-5.7	-4.9	-1.7	3.2	-4.5	-6.9	i	-12.0
Oc1ccc(Br)cc1C=Nc1cccn2cc(-c3ccccc3)nc12	0.8	-2.5	-1.0	8.3	-5.1	26.1	13.5	x	4.7
COc1ccc(-n2c(SCC(=O)Nc3cc(C)on3)nc3ccc(O)cc3c2=O)cc1OC	0.8	-0.1	-3.5	-11.1	4.1	-3.6	-3.9	i	-2.0
N#Cc1ccc(OCC(=O)N/N=C2\CCc3ccccc32)cc1	-0.7	-8.0	0.4	18.6	-6.0	0.2	0.5	i	2.5
CCOC(=O)c1ccc(NC(=S)N(CCN(C)C)Cc2cccs2)cc1	-0.9	-1.3	2.0	6.3	7.0	-4.6	19.2	i	1.8
C[C@@H]1CN([C@@H](C)CO)C(=O)CCCn2nncc2CO[C@H]1CN(C)S(=O)(=O)c1ccc(F)cc1	2.0	-2.8	-1.6	-14.0	0.6	-7.6	-7.1	i	-4.9
COc1ccc(C2(C)ON(c3ccccc3C(F)(F)F)C2=O)cc1 (stereo not drawn)	1.0	0.9	0.8	1.6	1.4	-2.4	3.7	i	-1.3
CC(=O)NC1CCCc2c1cnn2-c1ccc(C(C)(C)C)cc1 (stereo not drawn)	1.1	-4.6	4.2	-8.2	5.5	9.8	-3.0	i	-4.0
O=C(COCc1cc(-c2ccc3c(c2)OCO3)on1)N1CCN(c2cccc(C(F)(F)F)c2)CC1	-1.3	-3.8	2.8	13.4	2.3	19.0*	22.1	i	7.5
CC(C)C[C@H]1COc2cc(N3CC[C@@H](O)C3)ccc2S(=O)(=O)N1	-0.3	9.9*	x	10.3	6.1	8.4	-12.7	i	-3.1
